Screening results from PubChem.
CHT PAM: allosterically activates the human high affinity choline transporter; Q9GZV3; CHT-expressing cells, membrane potential dye, choline EC20; active compounds read high; LV-AA mutant CHT in HEK293 cells; B-score at 10 µM; 310,000 compounds, 0.49% hits;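 active means initial fluorescence not abnormally high and integrated response B-score, plate-corrected, over 3 SD above library mean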
Target sequence (Q9GZV3 whole entry, looked up): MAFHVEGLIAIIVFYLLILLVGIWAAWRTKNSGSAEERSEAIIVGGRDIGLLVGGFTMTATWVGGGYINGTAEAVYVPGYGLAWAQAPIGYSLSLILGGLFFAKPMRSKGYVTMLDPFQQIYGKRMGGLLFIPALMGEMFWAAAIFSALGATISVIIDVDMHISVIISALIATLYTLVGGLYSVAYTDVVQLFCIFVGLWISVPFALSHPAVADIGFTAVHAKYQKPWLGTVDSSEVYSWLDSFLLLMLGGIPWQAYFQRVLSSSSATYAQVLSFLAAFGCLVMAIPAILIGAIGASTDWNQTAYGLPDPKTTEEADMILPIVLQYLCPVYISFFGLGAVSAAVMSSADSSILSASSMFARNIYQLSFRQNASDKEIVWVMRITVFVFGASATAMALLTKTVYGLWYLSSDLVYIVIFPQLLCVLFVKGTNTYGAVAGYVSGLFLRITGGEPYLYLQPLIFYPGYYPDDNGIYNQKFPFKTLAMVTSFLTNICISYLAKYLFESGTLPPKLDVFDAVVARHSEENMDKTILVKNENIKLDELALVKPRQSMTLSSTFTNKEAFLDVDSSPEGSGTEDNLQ
OX1R antagonist: blocks the human orexin 1 receptor. 330,000 compounds, 0.43% hits. inhibition, % at 5 µM. CHO/OX1R cells, Fluo-8 calcium fluorescence, orexin A. O43613. AID 434989;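 active means inhibition above its plate's threshold, mean inhibition of all tested compounds on the plate plus 3 SD, cut at about 37% in these data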;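 further: 0% = orexin A challenge wells and 100% = SB-334867-A antagonist wells; not every result past the cut was called active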
Target sequence (O43613 whole entry, looked up): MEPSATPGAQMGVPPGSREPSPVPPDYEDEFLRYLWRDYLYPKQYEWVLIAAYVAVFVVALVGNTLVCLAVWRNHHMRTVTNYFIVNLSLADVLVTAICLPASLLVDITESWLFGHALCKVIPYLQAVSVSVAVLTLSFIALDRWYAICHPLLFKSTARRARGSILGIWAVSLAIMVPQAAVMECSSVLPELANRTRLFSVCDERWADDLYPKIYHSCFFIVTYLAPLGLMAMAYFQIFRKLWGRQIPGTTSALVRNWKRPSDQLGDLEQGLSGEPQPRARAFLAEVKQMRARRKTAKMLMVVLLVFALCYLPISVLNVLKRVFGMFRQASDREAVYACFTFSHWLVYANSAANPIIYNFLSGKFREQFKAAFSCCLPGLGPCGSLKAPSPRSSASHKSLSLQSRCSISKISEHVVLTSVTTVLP
The depositor's hits bear a star; i = inactive; x = not tested or not shown.

structure | CHT PAM | OX1R antagonist
COc1ccc(CC(=O)Nc2cccc(S(=O)(=O)N3CCCC3)c2)cc1OC | x | 8
COc1ccc(OC)c(Cc2nnc(CCC(=O)NCc3nc4ccccc4s3)o2)c1 | i | -34
O=C(c1ccc(CS(=O)c2ccc(F)cc2)o1)N1CCN(C2CCCCC2)CC1 (configuration not stated) | i | -18
C#CCNC(=O)C1=C[C@@H](c2ccccc2)[C@H](CCCO)[C@@H](OCC)O1 | i | -1
CC(C)Oc1ccc(C2CC(=O)N(c3cccc(C(=O)O)c3)C2=O)cc1 (configuration not stated) | i | -8
O=C(CCSCc1cccc(Cl)c1)NCCc1ccc(Cl)cc1 | i | -5
O=S(=O)(Nc1ccccc1N1CCOCC1)c1c(F)cc(F)cc1Br | x | -11
Cc1ccc(C)c(N2CCN(C(=O)c3ccc4c(c3)c(C)c(C)n4C)CC2)c1 | i | -41
COc1ccccc1NC(=O)Nc1ccc(C)cn1 | i | x
N#CC1=C(N)Nc2nc3ccccc3n2C1c1ccc(Cl)cc1 (configuration not stated) | i | -6
CCc1c(C)nc2ncnn2c1N1CCC(C(=O)Nc2ccc(C)cc2)CC1 | i | -29
O=C(Nc1cccc(C(F)(F)F)c1)NC1CCCCC1 | i | -11
O=c1[nH]nc(SCCS(=O)(=O)c2ccc(F)cc2)n1-c1ccccc1 | i | -2
CN(CCO)c1nc(N)c2c(N)nc3c(c2c1C#N)CC(=O)N3Cc1cccs1 | i | -3
COc1ccc(C(=O)NCC2CCCN2S(=O)(=O)c2cccs2)cc1 (configuration not stated) | i | -20
CNC(=S)N(Cc1cc2cc(C)cc(C)c2[nH]c1=O)C1CCCC1 | i | -52
Cc1cc(NC(=O)CSc2nc3ccsc3c(=O)n2CCCC(=O)NCCc2ccccc2)no1 | i | -28
CC(=O)c1c(C)[nH]c(C(=O)OCC(=O)c2ccc(C)s2)c1C | x | -24
CC1(C)Cc2nc3sc4c(NCCO)ncnc4c3cc2CS1 | i | -15
COc1ccc(NC(=O)CCc2nc(-c3ccc(C)cc3)no2)cc1Cl | i | 34
Cc1[nH]c(=O)c(C#N)c2c1COC(C)(C)C2 | i | -20
Cc1cc(C)n(C(C[N+](=O)[O-])c2ccc(Cl)cc2)n1 (configuration not stated) | i | -32
Cc1ccc(-c2nc(CS(=O)CC(=O)NCCCN3CC(C)CC(C)C3)c(C)o2)cc1 (configuration not stated) | i | -44
Cc1cccc(NC(=O)CSc2nc(N)c(NC(=O)c3cccs3)c(=O)[nH]2)c1 | i | -2
CCCCS(=O)c1c(O)c2ccccc2[nH]c1=O (configuration not stated) | i | -1

Complete entries, quoted from the list. Screens in order: CHT PAM	OX1R antagonist
`Cc1[nH]c(=O)c(C#N)c2c1COC(C)(C)C2` in the list: i	-20
`O=C(c1ccc(CS(=O)c2ccc(F)cc2)o1)N1CCN(C2CCCCC2)CC1` (configuration not stated) in the list: i	-18
`CN(CCO)c1nc(N)c2c(N)nc3c(c2c1C#N)CC(=O)N3Cc1cccs1` in the list: i	-3
`N#CC1=C(N)Nc2nc3ccccc3n2C1c1ccc(Cl)cc1` (configuration not stated) in the list: i	-6
`COc1ccc(CC(=O)Nc2cccc(S(=O)(=O)N3CCCC3)c2)cc1OC` in the list: x	8

The main list resumes with the 3 entries that preceded the break.
structure | CHT PAM | OX1R antagonist
Cc1ccc(-c2nc(CS(=O)CC(=O)NCCCN3CC(C)CC(C)C3)c(C)o2)cc1 (configuration not stated) | i | -44
Cc1cccc(NC(=O)CSc2nc(N)c(NC(=O)c3cccs3)c(=O)[nH]2)c1 | i | -2
CCCCS(=O)c1c(O)c2ccccc2[nH]c1=O (configuration not stated) | i | -1
CCOC(=O)C(C#N)(Cc1cc(OC)cc(OC)c1)Cc1cc(OC)cc(OC)c1 | i | -21
O=[N+]([O-])c1ccc(C2CCCC/C2=N/OCc2ccccc2F)c([N+](=O)[O-])c1 (configuration not stated) | i | -10
COC(CNS(=O)(=O)c1cc2c3c(c1)CCN3C(=O)CC2)OC | i | -12
COc1ccc(Nc2ncnc3ccccc23)cc1 | i | -6
Cc1ccc(NC(=O)CCC(=O)N/N=C/c2cccnc2)cc1 | i | -14
Cc1ccc(C(=O)N/C(=C\c2cccnc2)c2nc3ccccc3[nH]2)cc1 | i | -23
CC(NS(C)(=O)=O)C(c1cccs1)N1CCN(C)CC1 (configuration not stated) | i | -1
CCOC(=O)c1cnc(SCC(=O)Nc2ccccc2C(=O)OC)nc1N | i | -31
CCCCCC(=O)Nc1cccc(C2=NOC3(C2)C[C@H](C(N)=O)N(C(=O)COc2ccc(Cl)cc2)C3)c1 (some centres not stated) | i | -11
Cc1cc(C)nc(NS(=O)(=O)c2ccc(NC(=O)c3ccc(S(=O)(=O)N4CC(C)OC(C)C4)cc3)cc2)n1 (configuration not stated) | i | -18
Cc1ccc(NC(=O)C2CC2)cc1S(=O)(=O)N1CCOCC1 | x | -15
CC(=O)N1CCN(C(=O)c2ccc(Oc3ccccc3)cc2)CC1 | i | -2
Cc1ccc(NCCC(=O)c2cccs2)cc1C | i | -70
CCN(CC)c1ccc(/C=N/NC(=S)NC)c(O)c1 | i | 0
O=C(CSc1ccc2nnc(-c3ccncc3)n2n1)NCc1ccco1 | i | -3
Cc1ccc(-n2c(C)cc3c2CC(C)(C)CC3=O)cc1C | i | -26
CCOc1cccc2sc(N(CCN(C)C)C(=O)c3ccc(Br)s3)nc12 | i | -5
CC(=O)Nc1ccc(NC(=O)CSc2nnc(C)n2-c2ccccc2)cc1 | i | -3
Cc1cc(C)c(C(=O)CSc2nnc(N)s2)c(C)c1 | i | -27
Cc1nn(Cc2c(Cl)cccc2Cl)c(C)c1NC(=O)c1cnn2c(C(F)F)cc(-c3ccccc3)nc12 | i | -27
N#Cc1ccc(-c2ccc(OCC3CNC(=O)O3)cc2)cc1 (configuration not stated) | i | -8
COC(=O)CSc1nc(SCc2ccc(C)cc2)nc2c1CCCC2 | i | -20
COc1cccc(C(=O)N(C)CC(=O)Nc2ccc(F)c(F)c2F)c1 | i | x
O=C(NCCN1CCN(C(=O)c2ccccc2Cl)CC1)C(=O)NCc1ccccc1 | i | -13
Cn1c(CO)nc2c3ccccc3ccc21 | i | -2

Sorted by the number under OX1R antagonist (highest first): some entries from above
canonical_smiles,OX1R antagonist
O=[N+]([O-])c1ccc(C2CCCC/C2=N/OCc2ccccc2F)c([N+](=O)[O-])c1 (configuration not stated),-10
Cc1ccc(C(=O)N/C(=C\c2cccnc2)c2nc3ccccc3[nH]2)cc1,-23
CCOC(=O)c1cnc(SCC(=O)Nc2ccccc2C(=O)OC)nc1N,-31

(next part)
structure | CHT PAM | OX1R antagonist
CCOC(=O)C1CCN(C(=O)C2CCN(S(=O)(=O)c3ccc4c(c3)CC(C)N4C(C)=O)CC2)CC1 (configuration not stated) | i | -57
CCc1ccc(-c2nc(CS(=O)CC(=O)O)c(C)o2)cc1 (configuration not stated) | i | -10
O=[N+]([O-])c1ccccc1/C=N/Nc1nnc(-c2ccccc2)c(-c2ccccc2)n1 | i | -21
COC(=O)c1ccccc1NC(=O)c1ccc2c(c1)OCCCO2 | i | -5
Cc1ccn(C(=O)c2ccc(NC(=O)CC(C)C)cc2)n1 | i | -8
COc1cccc(CC2(CO)CCN(S(=O)(=O)c3ccc(OC)cc3OC)CC2)c1 | i | -17
CCCNC(=O)C(Cc1ccc(I)cc1)NC(=O)c1ccc2ccccc2n1 (configuration not stated) | x | -10
CCOC(=O)C1(C)C=C(Nc2ccc(O)cc2)C(=O)N1c1ccc(O)cc1 (configuration not stated) | i | 16
O=C(Oc1ccc(/C=N/NC(=O)c2ccccn2)cc1)c1cccc(F)c1 | i | 4
CN(CCO)c1cc(NCCCN2CCC(Cc3ccccc3)CC2)c2nonc2c1[N+](=O)[O-] | i | -19
Cc1cc(C(F)(F)F)c2c(N)c(C(=O)Nc3cc(C)on3)sc2n1 | i | -16
COc1ccc(S(=O)(=O)N2CCOCC2)cc1NC(=O)c1ccc(OCC(C)C)c(OC)c1 | x | -26
CC1(C)CC(=O)C(/C=N/c2ccccn2)=C(O)C1 | i | -5
CCOC(=O)C1(Cc2cccc(F)c2)CCN(Cc2ccon2)CC1 | i | -36
CN(CC(=O)Nc1ccccc1Cl)C(=O)c1cccc(-n2cccc2)c1 | i | -20
CCOc1ccc(NC(=O)COn2nnc3ccc(S(=O)(=O)N4CCOCC4)cc32)cc1 | i | -18
COc1cccc(N2C(=O)C3ON(c4ccccc4)C(c4cccs4)C3C2=O)c1 (configuration not stated) | i | -17
Cc1ccc(NS(=O)(=O)c2ccc(NC(=O)[C@@H]3CCCC[C@@H]3C(=O)O)cc2)c(C)c1 | i | 1
O=C(O)c1cc2c(cc1NC(=O)c1ccccc1C(F)(F)F)OCCCO2 | i | 4
CC1CN(CC(O)COC(c2ccc(Cl)cc2)c2ccc(Cl)cc2)CC(C)O1 (configuration not stated) | i | -26
CCOc1ccc(N2C(=O)C3C(c4ccc(OC)cc4OC)NC(CCSC)(C(=O)OC)C3C2=O)cc1 (configuration not stated) | i | -20
CCSc1ccc(C(=O)NCC(=O)O)cc1 | i | -2
COc1ccccc1NC(=O)c1ccc(NC(=O)COC(=O)C2CC2C)cc1 (configuration not stated) | i | -21
Cc1ccc(S(=O)(=O)N(CC(=O)N2CCOCC2)c2ccc(C(C)C)cc2)cc1 | i | -4
O=C(NCCCn1ccnc1)C1CCCN(S(=O)(=O)c2ccc(F)cc2)C1 (configuration not stated) | i | 2
CCN(CC)C(=S)NC(=O)c1cccnc1 | i | -9
Cc1ccc(Nc2nnc(C(C)(C)C)c(=O)n2N)cc1 | i | -1
Cc1cc(NC(=O)CN2C(=O)NC(CC(C)C)C2=O)ccc1Br (configuration not stated) | x | 5
COCC1CCN(Cc2cn[nH]c2-c2cc3ccccc3o2)C1 (configuration not stated) | i | -22
Cc1cc(C)n(-c2nc3ccccc3nc2N2CCN(S(=O)(=O)c3cccc(C#N)c3)CC2)n1 | i | -26
O=C1Nc2ccccc2C1=Nc1cccc([N+](=O)[O-])c1 | i | -12
CCC(O)c1cc2c(cc1NC(=O)c1cccs1)OCCO2 (configuration not stated) | i | -21
O=C1CNC(=O)/C1=C\N1CCN(C(c2ccccc2)c2ccccc2)CC1 | i | -7
O=C(Nc1ccc(Nc2ccncc2)cc1)c1ccc(Nc2ccnc3ccc([N+](=O)[O-])cc23)cc1[N+](=O)[O-] | i | 1
Cn1cccc1C(=O)N1CCc2ccccc2C1 | i | -6
COc1cc(NS(=O)(=O)c2ccc(N=Cc3c(C)[nH]n(-c4ccccc4)c3=O)cc2)nc(OC)n1 | i | 2
O=C(NCc1ccccn1)C1CCN(Cc2cnn(-c3ccccc3)c2-n2cccc2)CC1 | i | -17
c1ccc(-c2csc3nnc(SCc4ccc5c(c4)OCCO5)n23)cc1 | i | -17
CC1CCN(C(=O)c2ccc(Br)c(S(=O)(=O)N3CCOCC3)c2)CC1 | i | -31
CC(C)(C)c1ccc(C(CC(=O)O)NC(=O)Cc2ccccc2)cc1 (configuration not stated) | i | 1
CCN(CC)S(=O)(=O)c1ccc(OC)c(NS(=O)(=O)c2cccc(C(=O)O)c2)c1 | i | -11
COCCN(C(=O)Cn1c(C(F)(F)F)nc2ccccc21)c1c(N)n(Cc2ccccc2)c(=O)[nH]c1=O | i | -3
O=C(COC(=O)C(Cc1ccccc1)NC(=O)c1cccs1)NCc1ccccc1 (configuration not stated) | x | 9
Cc1cc(C)n(CC(O)COc2ccc(Cl)cc2Cl)n1 (configuration not stated) | i | -1
Cn1cnnc1SCC(=O)NNC(=O)c1ccc(Cl)cc1 | i | -6
C=CCn1c(O)c(N=NC(=S)Nc2cccc(OC)c2)c2ccccc21 | i | -28
CC(=O)c1ccc(NC(=O)NNS(=O)(=O)c2ccc(F)cc2)cc1 | i | -2
Cc1cccc(C)c1NC(=O)CN(C)C(=O)c1ccc2nc[nH]c2c1 | i | 1
O=[N+]([O-])C1C(c2ccccc2)=NOC1c1ccccc1O (configuration not stated) | i | -11
N#CCCn1nc(-c2ccc(Cl)cc2)cc1Nc1ccccc1NC(=O)C(F)(F)F | i | 4

(more compounds)
structure | CHT PAM | OX1R antagonist
COC(=O)CSc1nnc(COc2ccc([N+](=O)[O-])cc2)n1C | i | -4
CC(C)c1c(C(=O)N/N=C/C=C/c2ccccc2)nnn1-c1nonc1N | i | -15
Cc1ccc(N2CC(C(=O)OCc3nnc(-c4ccccc4)o3)CC2=O)cc1 (configuration not stated) | i | -20
Cc1cccc(C)c1NC(=O)CNC(=O)c1ccc(NS(=O)(=O)c2ccc3[nH]c(=O)[nH]c3c2)cc1 | i | -3
CCOc1ccc(NC(=O)c2ccc3nccnc3c2)cc1 | i | -8
COc1ccc(CCNC(=O)Cn2nnc(-c3ccccc3F)n2)cc1OC | i | -30
COc1cccc(/C=N/n2c(-c3cc(C)[nH]n3)n[nH]c2=S)c1OC | i | -12
CN1c2ccccc2C(C)(C)C12C=Cc1cc(O)ccc1O2 (configuration not stated) | i | 22
CCC[C@@H](O)c1cc2cc(OC)c(OC)cc2c(=O)o1 | x | -25
CCOC(=O)C1=C(COC(=O)/C=C/c2ccc(C)o2)NC(=O)NC1C (configuration not stated) | x | -3
c1ccc(C2=Nn3c(Cn4nnc5ccccc54)nnc3SC2)cc1 | i | -10
CCOC(=O)CNC(=O)CSc1nnc(COc2ccc(Cl)cc2)n1CC | i | -21
CCCC(=O)OCCNC(=O)c1cc2ccccc2oc1=O | i | -9
COc1ccccc1Nc1ncc(-c2cccs2)s1 | i | -32
O=C(O)CCCCCNS(=O)(=O)c1ccc2c(c1)OCCO2 | i | -9
